High-throughput results as filed in PubChem.
PG9 Ab binder = binders of HIV-1 gp120 antibody PG9, primary screen, biochemical, TR-FRET | TR-FRET gp120-PG9 antibody binding | inhibition, % at 6.7 µM | 360,000 tested, 0.43% active | AID 624416, 2012; in the data active means inhibition above about 8.5%
ASAP1 GAP inh = inhibitors of human ASAP1 ArfGAP activity, primary screen, biochemical, fluorescence polarization | 360,000 tested, 0.19% active | AID 624377, 2012 | ASAP1-stimulated ARF1 GTP hydrolysis, GDP FP detection | inhibition, % at 16.5 µM | Arf-GAP with SH3 domain, ANK repeat and PH domain-containing protein 1 (Homo sapiens), …; in the data active means inhibition above about 25%;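 further: 0% = vehicle with enzyme and substrate and 100% = no enzyme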
ABHD4 inh = ABHD4 inhibitors, primary screen, biochemical, fluorescence polarization, mouse; purified mABHD4, FP-Rh probe fluorescence polarization; inhibition, % at 8.92 µM; 370,000 tested, 0.54% active;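 active means inhibition exceeding the mean over every tested compound plus 3 SD, cut at about 30% in these data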;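 further: 0% = plate median of compound wells and 100% = S159A mutant with DMSO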
Target sequence (Q8VD66 whole entry, looked up): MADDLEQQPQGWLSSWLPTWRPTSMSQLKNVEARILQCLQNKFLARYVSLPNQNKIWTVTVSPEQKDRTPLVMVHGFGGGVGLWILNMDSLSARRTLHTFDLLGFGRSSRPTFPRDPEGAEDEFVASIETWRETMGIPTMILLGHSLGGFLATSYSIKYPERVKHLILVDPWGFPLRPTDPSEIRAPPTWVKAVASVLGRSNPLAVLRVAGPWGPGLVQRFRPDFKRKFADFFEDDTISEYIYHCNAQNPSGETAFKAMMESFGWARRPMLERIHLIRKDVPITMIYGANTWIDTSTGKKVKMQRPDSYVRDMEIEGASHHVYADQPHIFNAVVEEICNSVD
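Material: mouse ABHD4 enzyme, wild type; Benchmarks: S159A mutant high control, sample median low control; Buffer or medium: HEPES pH 7.0, NaCl, Pluronic buffer; Signal: fluorescence polarization; Read-out: percent inhibition of probe binding, normalized to plate controls; Timing: pre-incubation 45 min, probe exposure 60 min, at 25 °C; Dosing: 8.92 µM, single dose.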
HTRA1 inhibitor = HTRA1 serine protease inhibitors, primary screen, biochemical, fluorescence polarization, HTS. Q92743. recombinant HTRA1, FP-rhodamine activity-based probe. inhibition, % at 5.96 µM. 340,000 tested, 0.5% active. AID 504803, 2011; in the data active means inhibition above about 36%;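 further: 0% = enzyme with DMSO and 100% = wells lacking enzyme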
GC-B act = human GC-B receptor activators, primary screen, HEK293 GC-B cells, cGMP TR-FRET, EC30 CNP. Atrial natriuretic peptide receptor 2 (Homo sapiens), P20594. 0% at EC30 CNP, 100% saturating CNP. activation, % at 10 µM. 370,000 tested, 0.11% active;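 active means activation at 10 µM reaching about 35% in either raw or pattern-adjusted values, limit read from the data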
SMARCA2 act = SMARCA2 (BRM) function activators, primary screen, cell-based, luminescence, high throughput; MG213 cells, MMTV-luciferase reporter, dexamethasone, overnight; activation, % at 9.1 µM; 370,000 tested, 1% active; in the data active means activation above about 7.8%;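 further: 0% = vehicle wells and 100% = reference activator wells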
GC-A act = GC-A stimulated cGMP production enhancers – HEK293 GC-A cells, cGMP TR-FRET, EC30 ANP, primary screen; 370,000 tested, 0.14% active; activation, % at 10 µM; 0% at EC30 ANP, 100% saturating ANP; in the data active means activation above about 40%
ARFGAP1 inh = inhibitors of rat ARFGAP1 GAP activity, primary screen, biochemical, fluorescence polarization, GDP tracer | inhibition, % at 16.5 µM | ADP-ribosylation factor GTPase-activating protein 1 (Rattus norvegicus), Q62848 | Arfgap1-stimulated ARF1 GTP hydrolysis, GDP FP detection | 360,000 tested, 0.26% active;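 active means inhibition above a per-plate limit, mean inhibition of low control wells plus 3 SD, cut at about 25% in these data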;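 further: 0% = DMSO wells with enzyme and 100% = wells lacking Arfgap1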
Target sequence (Q62848 1-136 limits assumed): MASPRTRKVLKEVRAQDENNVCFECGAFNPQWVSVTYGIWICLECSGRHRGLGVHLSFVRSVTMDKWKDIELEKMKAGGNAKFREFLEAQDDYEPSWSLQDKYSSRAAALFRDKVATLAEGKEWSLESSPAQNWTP
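Material: rat Arfgap1 GAP domain (His6, aa 1-136), purified enzyme. Also added: human ARF1(Δ1-17)-GTP substrate. Compound dosing: 16.5 µM single point, 1.26% DMSO. Timing: enzyme reaction 120 min at 25 °C after 20 min preincubation. Signal: GDP detection by fluorescence polarization. Read-out basis: percent inhibition of GAP-stimulated GDP formation, scaled between DMSO and no-Arfgap1 medians.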
rCAG binder = binders of r(CAG) RNA repeats, primary screen, biochemical, fluorescence | r(CAG) RNA repeat, TO-PRO-1 dye displacement fluorescence | inhibition, % at 3 µM | 370,000 tested, 1.3% active | AID 651821, 2012;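 active means inhibition above the plate cutoff, the mean of all test compounds on that plate plus 3 SD, cut at about 35% in these data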;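 further: 0% = DMSO alone and 100% = 100 µM mitoxantrone as full dye displacement; higher means more dye released from RNA so lower well fluorescence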
NR1D1 modulator = modulators of Rev-erb alpha DNA binding, primary screen, biochemical, FITC-DNA, fluorescence polarization, uHTS; activity, % at 10 µM; 370,000 tested, 0.79% active; AID 1259318, 2017; Rev-erbα–FITC-DNA binding, 90 min; Nuclear receptor subfamily 1 group D member 1 (Homo sapiens), P20393;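 active means activity above about 14%, limit read from the data; passing the limit was not always enough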;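 further: 0% = DMSO wells with 35 nM protein and 100% = DMSO wells with 750 nM protein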
Target sequence (P20393 whole entry, looked up): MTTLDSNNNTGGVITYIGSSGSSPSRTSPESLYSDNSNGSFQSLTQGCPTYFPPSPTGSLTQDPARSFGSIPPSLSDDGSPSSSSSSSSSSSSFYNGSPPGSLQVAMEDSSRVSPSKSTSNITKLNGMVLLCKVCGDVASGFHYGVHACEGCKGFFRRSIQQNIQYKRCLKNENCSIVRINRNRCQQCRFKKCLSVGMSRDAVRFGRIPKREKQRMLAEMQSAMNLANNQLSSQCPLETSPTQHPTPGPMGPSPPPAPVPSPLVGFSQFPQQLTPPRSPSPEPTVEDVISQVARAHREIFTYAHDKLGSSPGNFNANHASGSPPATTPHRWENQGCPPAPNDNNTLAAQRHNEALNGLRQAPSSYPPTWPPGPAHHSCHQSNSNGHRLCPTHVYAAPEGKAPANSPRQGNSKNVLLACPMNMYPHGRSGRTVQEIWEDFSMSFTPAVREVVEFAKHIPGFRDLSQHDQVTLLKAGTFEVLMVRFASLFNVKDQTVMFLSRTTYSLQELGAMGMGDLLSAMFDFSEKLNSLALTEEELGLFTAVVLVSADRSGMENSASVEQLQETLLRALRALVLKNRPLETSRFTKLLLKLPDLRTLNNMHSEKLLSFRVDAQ
Starred values were filed as active, the others as inactive; x = no result given. Outcome played no part in choosing rows, and some 4.4% of all compounds hit somewhere here.

SMILES	PG9 Ab binder	ASAP1 GAP inh	ABHD4 inh	HTRA1 inhibitor	GC-B act	SMARCA2 act	GC-A act	ARFGAP1 inh	rCAG binder	NR1D1 modulator
O=C1C=C(c2ccc3c(c2)OCO3)C[C@@H](c2ccc3c(c2)OCO3)C1	1.3	1	0	2	5	0	4	2	4	-1
O=C(CN(c1ccccc1)S(=O)(=O)c1ccc(F)cc1)NCc1cccs1	0.2	-6	-3	-6	1	1	0	-3	5	4
Cc1cc(C)n2cc(CSc3nnc(N)s3)nc2n1	2.5	-1	1	-5	-9	-2	-10	10	4	4
CCC(=O)NC(=S)Nc1cccc(C(C)=O)c1	-2.6	-5	1	0	1	2	5	-5	1	2
CC(C)(C)c1ccc(Cc2n[nH]c(=S)[nH]c2=O)cc1	0.2	3	-5	-1	-1	-1	1	10	4	-1
CC1(C)Cc2cccc(OCC(=O)N3CCN(c4cccc(C(F)(F)F)c4)CC3)c2O1	-2.2	-7	4	-7	-34	0	-26	-11	-3	5
CCCCCC(=O)NNC1=NCC(Cc2cccc(Cl)c2)S1 (centres undefined)	-1.7	-1	1	3	-3	0	0	6	-10	7
CCCC1(C(=O)OCC)NC(c2ccc(O)cc2)C2C(=O)N(c3cccc(C(C)=O)c3)C(=O)C21 (centres undefined)	-0.6	-7	-4	4	-2	5	0	0	-1	-4
Cc1ccsc1C(=O)NCCc1c[nH]c2ccccc12	-2.3	-15	-8	-4	5	3	-1	1	-1	-7
O=C(CCCCCn1nnc2ccccc2c1=O)Nc1ccccc1Cl	1.1	3	-7	2	-1	-3	3	3	-7	-4
COc1ccc(-c2cc3ccccc3n2CC(O)CNC(CO)(CO)CO)cc1 (centres undefined)	0.1	9	-2	-6	-3	-2	4	-5	-6	-1
COc1ccc(OCC(=O)N/N=C2/C=C(C)CC2)cc1	0.1	11	-2	1	-2	-3	-1	2	6	-5
Cc1ccccc1C(=O)Nc1cccc(NC(=O)Cn2cnc3c(=O)n(C)c(=O)n(C)c32)c1	x	x	x	-7	0	x	0	x	x	-5
COC(=O)c1ccc(N2CCN(C)CC2)c(NC(=O)COc2ccccc2)c1	0.8	-10	1	-5	3	-2	1	8	-6	-1
O=C(Nc1ccccc1)OCc1ccccn1	-2.3	7	2	3	4	6	-1	14	0	2
Oc1ccc(CN2CCc3ccccc3C2)c2cccnc12	-3.0	5	5	59*	-6	-3	2	2	2	1
COc1ccc(-c2ccc(C(=O)Nc3ccc4c(c3)OCO4)c3occc23)c(C)c1	-0.2	15	-10	x	1	-1	-6	-1	9	0
Cc1csc(SCc2nnc(-c3ccccc3Br)o2)n1	-0.1	1	4	-7	0	5	-3	6	-1	2
O=C(NC1CCCCC1)C(c1cccs1)N(C(=O)c1ccccn1)c1ccccc1 (centres undefined)	0.4	7	-7	12	-6	-2	-3	8	-7	-4
CCOc1ccc(NC(=O)CSc2nnc(-c3n[nH]c4c3CCC4)n2N)cc1	x	x	1	x	-2	0	0	x	0	-1
COc1cccc(N2CCN(S(=O)(=O)c3c(C)[nH]c(C)c3C(=O)N3CCCCC3)CC2)c1	-1.7	-15	-4	3	6	-2	1	-2	-1	-1
COc1cc(C2Nc3c(F)cccc3C3C=CCC32)cc(Br)c1OC (centres undefined)	-2.3	15	5	-4	-8	3	-1	0	23	2
CN(Cc1cccc(Cl)c1Cl)C(=O)c1cccc(S(=O)(=O)N2CCN(Cc3ccccc3)CC2)c1	-0.6	-12	-8	-21	-2	-4	3	10	2	-3
Cc1cccc2sc(N(CCCN(C)C)C(=O)CN3C(=O)c4ccccc4C3=O)nc12	-1.6	2	-1	3	-2	-4	1	9	0	-7
Cc1cc(C)cc(NC(=O)c2cccc(NC3=NC4CS(=O)(=O)CC4S3)c2)c1 (centres undefined)	-2.1	-4	3	-10	2	-2	1	7	5	0

Looked up by compound from the entries so far, 3 records:
SMILES	PG9 Ab binder	ASAP1 GAP inh	ABHD4 inh	HTRA1 inhibitor	GC-B act	SMARCA2 act	GC-A act	ARFGAP1 inh	rCAG binder	NR1D1 modulator
CCCCCC(=O)NNC1=NCC(Cc2cccc(Cl)c2)S1 (centres undefined)	-1.7	-1	1	3	-3	0	0	6	-10	7
COc1cc(C2Nc3c(F)cccc3C3C=CCC32)cc(Br)c1OC (centres undefined)	-2.3	15	5	-4	-8	3	-1	0	23	2
Cc1csc(SCc2nnc(-c3ccccc3Br)o2)n1	-0.1	1	4	-7	0	5	-3	6	-1	2

Continuation:
SMILES	PG9 Ab binder	ASAP1 GAP inh	ABHD4 inh	HTRA1 inhibitor	GC-B act	SMARCA2 act	GC-A act	ARFGAP1 inh	rCAG binder	NR1D1 modulator
CCn1cc(C(=O)N[C@@H](CCSC)C(=O)NCCCO)c(=O)c2cc3c(cc21)OCO3	-2.0	7	-2	-2	0	-3	-1	4	1	2
C=CCc1c(C)[nH]c2c(OC)cccc2c1=S	-1.4	1	-5	-6	-2	0	-5	10	-1	-3
CCOC(=O)C1(Cc2cccc(OC)c2)CCCN(C(=O)c2cc(C)oc2C)C1 (centres undefined)	-1.1	-10	-7	-5	-1	5	-4	-8	-9	7
Cc1ccc(C(=O)Nc2ccc([N+](=O)[O-])cn2)o1	-0.6	17	4	9	4	3	0	10	1	-6
Cc1ccc(CNC(=O)CC(C)S(=O)(=O)c2ccc3c(c2)NC(=O)CO3)cc1 (centres undefined)	0.0	20	0	2	5	-2	-4	5	-2	-3
O=C(NC(=S)Nc1nc2ccccc2s1)c1cccs1	0.2	7	-2	-7	0	7	12	5	3	2
CC(C)[C@H](NS(=O)(=O)c1ccc(F)cc1F)C(=O)N1CCC[C@H]1C(=O)NCCc1ccccc1Cl	-1.9	6	-4	x	5	-3	0	-1	-2	1
COCCN1C(=O)N[C@@H](CCc2ccccc2)[C@@H](C(=O)OC)[C@H]1C	0.5	6	-4	-7	1	1	1	9	-3	-5
CCc1nc(SCC(=O)NNC(=O)C(C)C)c2ccccc2n1	2.3	-10	2	-1	-5	-2	0	0	1	5
Cc1ccc(C(=O)NC2=NCCS2)cc1	0.1	-7	-3	x	4	8.8*	-5	-1	8	-3
O=C(Cn1c(NCCCO)nc2ccccc21)c1ccc([N+](=O)[O-])cc1	-8.2	-6	0	10	-8	-1	-2	7	0	-3
COc1ccc(C(CNC(=O)CSc2ccccc2F)N2CCOCC2)cc1 (centres undefined)	1.0	2	-10	-3	-6	-1	0	-5	-4	-2
CCOCCCNCC(=O)Nc1ccc(OC(F)(F)F)cc1	-0.8	-8	3	0	3	0	1	4	0	-2
CCCCNC(=O)N1c2ccccc2CC1C (centres undefined)	-0.6	8	1	-1	2	2	1	11	-2	2
C=CCn1c(SCC(N)=O)nnc1-c1ccc(C)cc1	x	x	6	x	5	-7	6	x	1	-3
Cc1cc(NC(=O)c2c([N+](=O)[O-])cnn2C)no1	0.6	-5	2	1	4	0	0	7	0	2
Cc1nn(-c2ccccc2)c(N)c1C1(O)C(=O)Nc2ccc([N+](=O)[O-])cc21 (centres undefined)	0.2	12	0	-2	1	2	-4	-7	5	-1
CCN(CC)S(=O)(=O)c1ccc(NC(=O)C(C)N(c2ccccc2)S(C)(=O)=O)cc1 (centres undefined)	-1.5	6	-2	3	-3	-1	0	3	-3	-3
Cc1ccc(Nc2nc(CSc3nnc(-c4cccnc4)n3-c3ccccc3F)cs2)cc1	-2.3	0	10	-5	-3	-4	-5	-3	-5	2
CN(Cc1ccccc1)C(=O)CC(=O)N(C)Cc1ccccc1	2.2	-3	0	2	1	-2	4	-12	-1	-3
O=C(Cn1c(=O)sc2ccccc21)Nc1ccc2c(c1)OCCO2	-0.9	-9	-2	3	0	0	0	-17	1	2
c1ccc(CCCCN2C(Nc3ccccc3)=NC[C@@H]2Cc2ccccc2)cc1	0.8	-7	14	-4	-4	0	-9	9	3	-2
CCCn1c(=O)c(-c2ccccc2)c(O)c2ccccc21	-1.1	5	9	1	2	0	5	1	0	1
COc1cc(C(=O)OCC(=O)NC2CCCC2)cc(NC(=O)c2ccco2)c1OC	2.1	2	-5	5	1	-1	-3	-9	1	0
COc1ccccc1C(=O)C1CCCN(C(=O)c2ccccc2Cl)C1 (centres undefined)	-0.2	-6	4	8	-2	-2	-8	5	-3	0

New compounds follow
SMILES	PG9 Ab binder	ASAP1 GAP inh	ABHD4 inh	HTRA1 inhibitor	GC-B act	SMARCA2 act	GC-A act	ARFGAP1 inh	rCAG binder	NR1D1 modulator
CCOc1ccc(OCC)c(NC(=O)C(NS(=O)(=O)c2ccc3c(c2)oc(=O)n3C)C(C)C)c1 (centres undefined)	-1.7	-11	-3	2	1	-5	0	12	7	0
Cc1ccc(-c2nc3ccccc3nc2NN)cc1	0.2	-4	4	-12	-8	1	-5	4	1	2
Cc1ccc(C2/C(=C(/O)c3ccccc3)C(=O)C(=O)N2CCN2CCOCC2)o1 (centres undefined)	-0.5	-7	2	6	2	-2	0	5	3	-2
CC(C)(C)OC(=O)NCc1cc(F)ccc1/C=C/S(=O)(=O)NCCc1ccccc1	x	x	-14	x	-8	-3	-5	x	0	5
O=C1CN(C(=O)CSc2nc3ccccc3c(=O)n2CC2CCCO2)c2ccccc2N1 (centres undefined)	1.3	21	3	-2	-6	-2	-10	-1	-5	1
O=S(=O)(c1cccc(-c2n[nH]c(=S)o2)c1)N1CCOCC1	1.2	0	-2	3	0	2	4	8	1	5
O=Cc1c(NCCCN2CCCC2=O)c2ccccc2[nH]c1=O	0.1	-5	0	10	-4	-2	0	-1	-2	-4
O=C1CCN(Cl)C(=O)N1Cl	1.3	8	-17	x	3	-2	-1	26*	0	-2
CC(C)N(C)C1CCN(S(=O)(=O)c2ccc(-c3ccc(=O)[nH]n3)s2)CC1	-0.2	6	3	-2	-5	-1	-7	8	-1	-5
Cc1csc(=Nc2cccnc2)n1CC1CCCCC1	0.5	3	0	3	0	-2	-6	-7	-3	6
Cc1ccc(C(=O)COc2cc(O)c3c(=O)cc(-c4ccccc4)oc3c2)cc1	-1.9	2	1	-13	-1	0	-2	2	0	6
CCn1cc(C(=O)NCCOC)c(=O)c2ccc(C)nc21	-1.0	14	9	4	-2	-2	0	3	4	-4
CCOC(=O)/C(C#N)=C1/C=Cc2ccccc2N1CC	0.1	1	1	3	0	1	4	-3	-1	-1
Cc1csc2nc(O)c(C(=O)NC3CCCCC3C)c(=O)n12 (centres undefined)	0.3	-6	5	7	-4	-2	-5	1	-3	5
